Screening data as filed in PubChem.
TR SRC2 fluor cs: Texas Red fluorescence interference in TRb-SRC2 counter-screen | TRb/SRC2 Texas Red total fluorescence interference | Potency, µM (highest dose often 106 µM), without a hit: at the top dose fluorescence change, negative = quenching | 0.29% of 280,000 active; active = well fitted curve in either direction with a large enough effect; inconclusive = small, poorly fitted or top-dose-only effect
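Human TRb ligand-binding domain at 0.6 uM with 20 nM Texas Red SRC2 peptide in Tris buffer containing 1 uM T3 and 5% DMSO, incubated with compound 5 h at ambient temperature. Total fluorescence (555/632 nm) calculated as parallel + 2 × perpendicular.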
JMJD2E inh: blocks human JMJD2E demethylase activity; JMJD2E catalytic domain, FDH-coupled NADH fluorescence (FDH is formaldehyde dehydrogenase); Potency, µM (series often up to 57.1 µM), for the others: at the top dose activity change, negative = inhibition, usual class: inhibitors; 1.6% of 230,000 active; active = well fitted inhibition curve with a large enough effect, not every such curve was filed as active; inconclusive = small, poorly fitted or top-dose-only effect, or another doubt; inactive = no such curve, though single readings can be large or run the other way;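 note: 0% = wells with enzyme and -100% = buffer wells without enzyme; nearly all actives have a fitted effect of over 50% in size; many of its hits are not listed in these tables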
RECQ1 inh: inhibitors of human RECQ1 DNA helicase; 0.54% of 240,000 active; RECQ1 DNA unwinding, red fluorescence kinetic read; Potency, µM (highest dose often 57.3 µM), for the others: at the highest dose activity, negative = inhibition, usual class: inhibitors; P46063;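 note: plate controls were vehicle for no effect and no enzyme for full effect; nearly all actives have a fitted effect of over 30% in size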
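50 nM RECQ1T1 preincubated 15 min with compound in Tris pH 8.0 buffer with MgCl2, DTT, Tween-20 and 2.5 ug/ml poly(dI-dC); started with 200 nM TAMRA/BHQ-2 forked duplex and 2 mM ATP. Unwinding read as fluorescence (525/598 nm), two reads 2 h apart.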
TRb-SRC2 inh: disrupts binding of human TR beta to SRC2. P10828. TRbeta-SRC2 peptide binding, fluorescence polarization; receptor liganded with 1 µM T3. Potency, µM (top dose mostly 106 µM), for the others: at the top dose activity change, negative = inhibition, actives largely listed as inhibitors. 0.065% of 280,000 active. AID 1469;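 note: plate controls were bound peptide for no effect and peptide without receptor for full effect; nearly all actives have a fitted effect of over 50% in size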
Target sequence (P10828 whole entry, looked up): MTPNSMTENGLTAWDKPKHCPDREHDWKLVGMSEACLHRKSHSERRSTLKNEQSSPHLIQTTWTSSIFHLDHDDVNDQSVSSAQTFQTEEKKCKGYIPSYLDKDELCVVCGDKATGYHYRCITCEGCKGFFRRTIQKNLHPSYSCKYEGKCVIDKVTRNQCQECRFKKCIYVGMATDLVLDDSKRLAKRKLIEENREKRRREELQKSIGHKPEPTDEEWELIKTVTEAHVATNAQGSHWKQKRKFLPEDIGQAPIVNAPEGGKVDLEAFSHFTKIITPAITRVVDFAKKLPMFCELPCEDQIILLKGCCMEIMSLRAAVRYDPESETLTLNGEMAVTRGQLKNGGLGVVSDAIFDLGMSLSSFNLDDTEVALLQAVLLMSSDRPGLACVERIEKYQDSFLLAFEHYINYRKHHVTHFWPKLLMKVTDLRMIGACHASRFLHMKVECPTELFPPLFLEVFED
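Fluorescence polarization of 20 nM Texas Red SRC2 peptide with 0.6 uM human TRb ligand-binding domain, in Tris buffer with 1uM T3 and 5% DMSO. Incubated 5 hr ambient; normalized to unbound and bound controls.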
Tau fibril FP: tau fibrillization inhibition (FP); K18 P301L tau heparin fibrillization, Alexa594 FP, 6 h; Potency, µM (doses to about 57.7 µM), without a hit: at the top dose activity, negative = inhibition, actives largely listed as inhibitors; 0.39% of 280,000 active; note: nearly all actives have a fitted effect of over 55% in size
Target sequence (P10636 561-689 P618L limits assumed): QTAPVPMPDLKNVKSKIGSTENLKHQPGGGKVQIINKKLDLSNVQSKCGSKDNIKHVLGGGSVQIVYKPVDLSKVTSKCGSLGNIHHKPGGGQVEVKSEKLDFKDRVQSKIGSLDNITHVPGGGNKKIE
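Heparin (20 uM) drove fibril formation of recombinant tau K18 P301L, 15 uM unlabeled with 0.24 uM Alexa 594 label, for 6 hr at 37 C in 100 mM sodium acetate pH 7. Fluorescence polarization (555/632 nm) read 1 hr after 30 uM ThT.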
L3MBTL1 block: blocks human L3MBTL1; Q9Y468; AlphaScreen L3MBTL1–H3K9me1 peptide binding; Potency, µM (titrated, usually from 57.1 µM), for the others: at the highest dose activity, negative = inhibition, most hits filed as inhibitors; 0.66% of 230,000 active; AID 485360; note: nearly all actives have a fitted effect of over 60% in size
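L3MBTL1 (50 nM) pre-complexed 30 min with biotinylated H3(1-15)K9me1 peptide (75 nM), then compounds added for 30 min at room temperature; AlphaScreen streptavidin donor/nickel chelate acceptor beads (10 ug/mL final) read after 30 min dark incubation.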
Tau fibril ThT: tau fibrillization inhibition (ThT binding); P10636; recombinant tau K18 P301L (four-repeat tau fragment), heparin-induced fibrillization, ThT fluorescence; Potency, µM (titrated, usually from 57.4 µM), without a hit: top-dose activity, negative = inhibition, most hits filed as inhibitors; 2.1% of 270,000 active; AID 1460; note: nearly all actives have a fitted effect of over 55% in size
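Aggregation was driven by heparin (20 uM final) acting on recombinant tau […] bearing P301L in 100 mM sodium acetate pH 7; fibrils were detected with Thioflavin T.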
GoLoco inh red: RGS12 GoLoco-Gai1 interaction inhibition | Gai1:RGS12 GoLoco peptide FP, rhodamine, 10 min | Potency, µM (doses to about 61.6 µM), without a hit: top-dose activity, negative = inhibition, actives largely listed as inhibitors | 0.44% of 230,000 active | AID 880; active = well fitted inhibition curve with a large enough effect, not every such curve was filed as active; inactive = no such curve, though single readings can be large or run the other way; note: nearly all actives have a fitted effect of over 30% in size; many of its hits are not listed in these tables
Target sequence (P63096 whole entry, looked up): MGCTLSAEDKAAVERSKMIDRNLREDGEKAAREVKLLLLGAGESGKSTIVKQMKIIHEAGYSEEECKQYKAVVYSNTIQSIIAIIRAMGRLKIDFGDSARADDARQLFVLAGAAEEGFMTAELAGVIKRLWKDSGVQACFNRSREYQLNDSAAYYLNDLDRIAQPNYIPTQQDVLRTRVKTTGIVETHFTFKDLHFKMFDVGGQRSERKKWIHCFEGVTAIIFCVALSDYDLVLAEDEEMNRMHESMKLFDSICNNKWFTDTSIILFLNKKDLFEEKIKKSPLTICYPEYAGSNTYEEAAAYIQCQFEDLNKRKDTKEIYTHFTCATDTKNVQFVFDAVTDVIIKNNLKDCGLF
Starred values were filed as active, the others as inactive; i = inactive; ? = inconclusive; / = not tested or not shown; [ ] = dose if it differs, or a comment. Unless noted, calls come from the whole dose curve; as a rule, active = well fitted curve in the direction sought with a large enough effect; inconclusive = small, poorly fitted or top-dose-only effect, or another doubt; inactive = no such curve, though single readings can be large; an effect the other way counts as inactive or inconclusive. Unless noted, % is set by controls: 0 for no effect and ±100 for the full control effect; potency is the fitted concentration of half-maximal effect. Only part of the results is shown; the hit share may differ from the screen's.

Values run as follows: TR SRC2 fluor cs	JMJD2E inh	RECQ1 inh	TRb-SRC2 inh	Tau fibril FP	L3MBTL1 block	Tau fibril ThT	GoLoco inh red
COc1ccc([C@H]2Oc3cc(O)cc(O)c3C(=O)C2[C@@H]2C(=O)c3c(O)cc(O)cc3O[C@@H]2c2ccc(OC)cc2)cc1 (stereo partly specified)
  -22%	-21%	-11%	?	18µM*	/	?	17%
CCCCN(CC)CCCNC(=O)C1CCN(c2nc3ccc(CC)cc3s2)CC1
  -1%	/	/	1%	?	/	-16%	/
COc1ccccc1OCC(=O)Nc1ccc2c(c1)n(C)c(=O)n2C
  0%	11%	-16%	2%	1%	/	-15%	11%
CC(=O)Nc1cc(C(C)(C)C)c(O)c(C(C)(C)C)c1
  -1%	-15%	-1%	-2%	0%	/	-11%	-6%
O=C(CCC1N=C2c3ccccc3N=C(SCc3ccccc3Cl)N2C1=O)NCCc1ccccc1 (stereo unspecified)
  -1%	/	/	-9%	-10%	/	?	/
[O-][n+]1c2c(nn1-c1ccc(Cl)c(Cl)c1)-c1nonc1CC2
  1%	-8%	-2%	9%	4%	10%	5%	4%
O=C(COC(=O)c1cccc(NS(=O)(=O)/C=C/c2ccccc2)c1)Nc1ccccc1OC(F)F
  -1%	-1%	-5%	3%	?	-1%	2%	-9%
Cc1nn(C)c(=O)n1-c1ccc(Oc2ccccc2)cc1
  -3%	5%	-7%	-15%	-1%	0%	-16%	-5%
Cc1c(Cl)cccc1-n1ncc(C(=O)Nc2ccc(F)cc2F)c1C1CCN(C(=O)OC(C)(C)C)CC1
  3%	/	/	5%	-1%	/	-11%	/
CCOC(=O)c1cc(-c2ccccc2)sc1NC(=O)C(C)N1C(=O)NC(C)(c2ccc(Cl)cc2)C1=O (stereo unspecified)
  -3%	?	-15%	3%	-14%	/	-15%	25%
C[C@H]1CC[C@@]2(O[C@@H](CCO)C[C@@H](O)[C@@H]2O)O1
  -1%	4%	-13%	-12%	1%	5%	0%	3%
COc1cccc(-c2nnc(SCc3ccc(C#N)cc3)n2Cc2ccco2)c1
  -1%	0%	i	-5%	5%	-18%	-6%	5%
O=c1[nH]c2cc3c(cc2cc1CN(Cc1nnnn1CC1CCCO1)C1CCCCC1)OCO3 (stereo unspecified)
  1%	?	10%	-16%	1%	/	-14%	5%
CCN1CCN(C(=O)c2sc3ncnc(N4CCc5ccccc5C4)c3c2C)CC1
  0%	-24%	28µM*	3%	-2%	/	-13%	0%
O=C(/C=C/c1ccccc1[N+](=O)[O-])NCc1ccccc1Cl
  -6%	10%	i	-1%	-5%	/	-9%	5%
COc1ccc(-c2cc(C(=O)N3CCN(c4ncccn4)CC3)c3ccccc3n2)c(OC)c1
  0%	?	-3%	3%	8%	1%	-6%	11%
COC(=O)C1=C(N)c2c(F)cccc2C1(C#N)c1ccccc1 (stereo unspecified)
  1%	?	-8%	9%	-3%	/	-8%	1%
CO[C@H]1COC(=O)[C@H](Cc2ccccc2)NC(=O)C/C=C\[C@@H](C)[C@H](OC)COC(=O)C/C=C\[C@@H]1C
  0%[11.2 µM]	/	i[11.5 µM]	-10%[11.2 µM]	-5%[11.6 µM]	/	-2%[11.5 µM]	/
CNc1ccc(C2(O)C(=O)c3ccccc3C2=O)cc1
  2%	2%	-8%	-9%	0%	6%	3%	11%
O=C(Nc1ccccc1F)c1ccc(CSc2ccccc2)o1
  -2%	-8%	-13%	3%	1%	39%[activator]	-8%	-2%
CN(C)S(=O)(=O)c1ccc2c(c1)nc1n2CCC1
  2%	2%	9%	-5%	-3%	/	0%	8%
Cc1cc(C)cc(NC(=O)N2CCN(c3cc(-c4noc(C)n4)ccc3C)CC2)c1
  -3%	/	/	7%	?	/	-6%	/
CCCCN(CC)C(=O)c1ccc(Cl)cc1
  2%	-2%	i	-16%	0%	0%	-3%	8%
Nc1nc(Cl)cc(Nc2ccccc2Cl)n1
  0%	-3%	1%	1%	-3%	/	-10%	-5%
COCCCNc1ncnc2ccc(C)cc12
  1%	-11%	-3%	-9%	4%	2%	-5%	3%
Cc1nn2c3c(cnc2c1-c1ccc(F)cc1)C(=O)CC(c1ccccc1)C3 (stereo unspecified)
  1%	/	/	-8%	-7%	/	0%	/
COn1c(SCc2ccc(Cl)cc2)nc2ccccc2c1=O
  0%	9%	-14%	-3%	-12%	19%	?	15%
C=CCn1c(SCC(=O)NC2CCCCC2)nnc1-c1ccc(OC)cc1
  -2%	-2%	5%	0%	6%	1%	-3%	5%
CCOC(=O)c1cnc2cc(C)nn2c1-c1ccccc1
  -1%	4%	-6%	2%	1%	8%	-4%	-1%
Cc1ccc(CNC(=O)CSc2nc(=O)[nH]c3c2CCCC3)cc1
  -1%	/	/	-13%	-7%	/	-6%	/

Overlap with the part before: 3 entries; new compounds follow.
Values run as follows: TR SRC2 fluor cs	JMJD2E inh	RECQ1 inh	TRb-SRC2 inh	Tau fibril FP	L3MBTL1 block	Tau fibril ThT	GoLoco inh red
C=CCn1c(SCC(=O)NC2CCCCC2)nnc1-c1ccc(OC)cc1
  -2%	-2%	5%	0%	6%	1%	-3%	5%
CCOC(=O)c1cnc2cc(C)nn2c1-c1ccccc1
  -1%	4%	-6%	2%	1%	8%	-4%	-1%
Cc1ccc(CNC(=O)CSc2nc(=O)[nH]c3c2CCCC3)cc1
  -1%	/	/	-13%	-7%	/	-6%	/
CC1CCCC(C)N1S(=O)(=O)c1ccc(S(=O)(=O)NCc2ccccc2)cc1 (stereo unspecified)
  1%	0%	0%	2%	-6%	10%	-2%	11%
COc1cc(CN(C(=O)c2cccc(C)c2)c2ccccn2)cc(OC)c1OC
  3%	/	/	1%	3%	/	0%	/
O=Cc1cn(CC(=O)Nc2ccc(F)cc2)c2ccccc12
  -1%	13%	-16%	-2%	-11%	/	-4%	9%
Cc1ccc(NC(=O)CN2C(=O)NC3(CCc4ccccc43)C2=O)cc1 (stereo unspecified)
  -4%	2%	-12%	4%	1%	9%	-9%	-6%
COc1ccccc1NC(=O)CSCc1ccc([N+](=O)[O-])cc1
  -1%	4%	4%	-8%	5%	-8%	-3%	18%
CN(C)CCNc1ncnc2c1sc1nc(N3CCOCC3)c3c(c12)CC(C)(C)SC3
  -1%	-22%	-10%	-6%	6%	-12%	-12%	18%
COc1ccccc1NC(=O)N1C2CCCC1CC(NC(=O)c1ccccc1)C2 (stereo unspecified)
  -4%	-4%	?	-5%	-2%	/	-11%	-4%
CCN(CC)CCCN(Cc1cc2cc3c(cc2[nH]c1=O)OCO3)C(=O)Nc1ccccc1OC
  1%	?	10%	6%	7%	4%	-17%	6%
Fc1ccc(CSc2nncn2NCc2ccc3c(c2)OCO3)cc1
  -3%	-1%	-4%	-15%	2%	-2%	-8%	7%
CC(C)N(CCc1ccncc1)C(=O)Nc1ccc(F)cc1
  2%	3%	-3%	-4%	-1%	3%	-1%	4%
Cn1c(=O)[nH]c(=O)c2c1nc(Br)n2C/C=N/NC(=O)c1ccccc1
  0%	14%	21%	-1%	-5%	6%	-12%	-4%
CCCS(=O)(=O)N1CCCC(C(=O)NCc2ccc(C)cc2)C1 (stereo unspecified)
  0%	-1%	-11%	-16%	-11%	1%	-13%	1%
COc1cccc(NC(=O)CSc2nnnn2C(C)C)c1
  -2%	3%	-3%	-14%	0%	4%	6%	8%
Cc1nc(-c2ccc(Cl)cc2)sc1C1(C)CC(c2ccc([N+](=O)[O-])cc2)=NO1 (stereo unspecified)
  -3%	-10%	-10%	-2%	11%	/	-14%	1%
COc1ccccc1C1C2C(=O)N(c3ccccc3)C(=O)C2ON1c1ccccc1 (stereo unspecified)
  0%	2%	i	-4%	5%	/	-12%	12%
O=C(Nc1ccnc(-c2cccnc2)n1)c1ccc(Cl)cc1
  -6%	8%	-2%	0%	-5%	-2%	-6%	15%
c1cnn(-c2cncc(-n3cccn3)n2)c1
  0%	?	2%	5%	-4%	3%	-5%	-7%
CC1CN(Cc2nnc(-c3ccccc3)o2)CC(C)O1 (stereo unspecified)
  -5%	-1%	i	-5%	-16%	2%	-4%	4%
O=C(Nc1nc(-c2cccnc2)cs1)c1ccc([N+](=O)[O-])cc1
  2%	8%	-9%	1%	1%	-2%	?	-5%
COCCn1c(N)c(C#N)c2nc3ccccc3nc21
  -2%	?	0%	-21%	-10%	/	-14%	8%
CN1CCN(CC(O)COCCOc2ccc(Br)cc2)CC1 (stereo unspecified)
  0%	8%	11%	-2%	5%	2%	8%	2%
CC(C)(C)NCCCCOc1ccc(F)cc1
  -1%	-1%	-8%	5%	-5%	-3%	1%	3%
Cc1noc(C)c1S(=O)(=O)Nc1ccc(C(=O)NC2CCCCC2C)cc1 (stereo unspecified)
  -3%	-1%	3%	-3%	3%	2%	-10%	0%
COc1ccc(OC)c(NC(=O)Cn2cc(C#N)c3ccccc32)c1
  2%	-3%	-2%	-5%	1%	/	-6%	-8%
NC(=NCc1ccc2c(c1)OCO2)NC(=O)c1ccccc1
  -5%	4.5µM*	17%	-1%	-1%	?	5%	15%
COc1cc(C2C(C(C)=O)=C(O)C(=O)N2CCc2c[nH]c3ccccc23)ccc1O (stereo unspecified)
  -5%	-2%	-5%	4%	-8%	3%	?	6%
CCOC(=O)C1CCCN(C(=O)c2cccc(S(=O)(=O)N3CC(C)OC(C)C3)c2)C1 (stereo unspecified)
  0%	-1%	-13%	2%	-10%	1%	-10%	0%
Cc1cc(C)n(/N=C/c2c[nH]c3ccccc23)c(=O)c1
  0%	5%	i	-3%	1%	-3%	-10%	7%
COc1ccc(/C=N/n2c(C)cc(C)c(C(N)=O)c2=O)cc1
  -1%	6%	-5%	3%	-9%	/	-6%	0%
